IMPase Li inh: qHTS Assay for Identifying the Cell-Membrane Permeable IMPase Inhibitors: Potentiation with Lithium; CHO-M1 cells, IP1 TR-FRET (IP-One), carbachol + lithium; Potency, µM (titrated, usually from 59.4 µM), without a hit: at the highest dose activity, negative = IMPase inhibition, actives largely listed as inhibitors; 0.35% of 210,000 active; AID 1457, 2008;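 note: IP1 builds up when IMPase is blocked and the TR-FRET signal falls; potency is the fitted concentration of half-maximal effect; plate controls were basal vehicle for no effect and high inhibitor control for full effect; nearly all actives have a fitted effect of over 50% in size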
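IP1 accumulation measured by competitive TR-FRET in lysed CHO-M1 cells after 30 min compound exposure at 37C, with a small lithium addition to potentiate weak responses. Hill-equation AC50 from ratio and donor-channel data.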
Luc counter: Counterscreen for Luciferase (Kinase-Glo TM) Inhibition; Potency, µM (top dose mostly 38.3 µM), without a hit: at the top dose activity change, negative = inhibition, hits mostly inhibitors; Kinase-Glo luciferase, ATP luminescence, 8 min; Luciferin 4-monooxygenase (Photuris pensylvanica), Q27757; 0.28% of 200,000 active; AID 1379, 2008; note: potency is the fitted concentration of half-maximal effect; % is set by controls: 0 for no effect and ±100 for the full control effect; nearly all actives have a fitted effect of over 60% in size
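Compound is pinned into ATP-containing buffer (10 uM ATP, imidazole pH 7.2, 7 mM MgCl2). Kinase-Glo luciferase reagent is then added. Light output is recorded following an 8-min room-temperature incubation.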
CBFb RUNX1 block: qHTS Assay for Compounds Blocking the Interaction Between CBF-beta and RUNX1 for the Treatment of Acute Myeloid Leukemia; Runt-related transcription factor 1 (Homo sapiens) + Core-binding factor subunit beta …; AlphaScreen CBFb-His/RUNX1-biotin binding, biochemical; Potency, µM (doses to about 59.8 µM), inactives show at the top dose activity, negative = inhibition, most hits filed as inhibitors; 230,000 tested, under 10 active; note: % of control where 0% means no effect
Target sequence (Q01196 whole entry, looked up): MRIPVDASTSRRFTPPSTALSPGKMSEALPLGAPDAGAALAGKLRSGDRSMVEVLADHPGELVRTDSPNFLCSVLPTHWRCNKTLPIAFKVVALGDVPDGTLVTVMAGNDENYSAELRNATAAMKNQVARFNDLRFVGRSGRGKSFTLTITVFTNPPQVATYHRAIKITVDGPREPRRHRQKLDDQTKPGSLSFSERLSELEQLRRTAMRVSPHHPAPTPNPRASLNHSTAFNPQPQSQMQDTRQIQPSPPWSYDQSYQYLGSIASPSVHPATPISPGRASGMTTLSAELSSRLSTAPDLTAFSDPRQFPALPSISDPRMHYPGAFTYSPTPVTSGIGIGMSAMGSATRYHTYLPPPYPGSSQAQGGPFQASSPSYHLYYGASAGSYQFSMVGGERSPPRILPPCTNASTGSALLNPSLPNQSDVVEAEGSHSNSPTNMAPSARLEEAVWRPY
Target sequence (Q13951 whole entry, looked up): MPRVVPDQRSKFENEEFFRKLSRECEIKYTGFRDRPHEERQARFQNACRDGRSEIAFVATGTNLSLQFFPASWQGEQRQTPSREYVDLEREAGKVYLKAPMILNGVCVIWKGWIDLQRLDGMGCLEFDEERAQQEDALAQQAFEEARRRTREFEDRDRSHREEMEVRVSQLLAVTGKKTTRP
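Room-temperature protein-protein interaction test with 30 nM each of His-tagged CBF-beta and biotinylated RUNX1, 15 min with compound, then 90 min with nickel plus streptavidin beads. Signal read in AlphaScreen mode.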
LMNA splice mod: qHTS Assay for Modulators of Lamin A Splicing; Potency, µM (series often up to 46.1 µM), for inactives: at the highest dose ratio change, negative = inhibition, actives largely listed as inhibitors; AID 1487, 2009; 0.01% of 200,000 active; HeLa LMNA splicing GFP/RFP minigene ratio, 48 h; active = well fitted inhibition curve with a large enough effect in the signal ratio, with a control signal flat, not every such curve was filed as active; inconclusive = small, poorly fitted or top-dose-only effect, or effect the other way, or a change in a side signal; the % refers to the signal ratio; note: potency is the fitted concentration of half-maximal effect; % is set by controls: 0 for no effect and ±100 for the full control effect
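S3 HeLa cells stably expressing lamin A-EGFP splicing minigene plus DsRed2, 600 cells/well, 48 h compound exposure at 37C. Laser-scanning cytometry; analysed as GFP (500-530 nm)/RFP (575-640 nm) total intensity ratio; 0.5% DMSO vehicle.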
Epigenetic derep: Quantitative High-Throughput Screen for Regulators of Epigenetic Control; Potency, µM (top dose mostly 53.9 µM), inactives show top-dose GFP activation, usual class: activators; 0.2% of 280,000 active; murine LDR cells, GFP reporter derepression, 30 h; AID 1865, 2009; note: potency is the fitted concentration of half-maximal effect; % of control where 0% means no effect; nearly all actives have a fitted effect of over 60% in size
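Murine LDR cells bearing a silenced CMV-driven GFP reporter were exposed to compound for 30 h at 37 C. After PBS washes, GFP-positive cells (20-120 um objects) counted by laser-scanning microplate cytometry.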
NPSR antag: qHTS Assay for Antagonists of the Neuropeptide S Receptor: cAMP Signal Transduction. Q6W5P4. CHO-NPSR cells, cAMP TR-FRET, antagonist mode. Potency, µM (highest dose often 38.3 µM), inactives show top-dose activity change, negative = inhibition, hits mostly inhibitors. 1% of 220,000 active. AID 1461, 2008; note: potency is the fitted concentration of half-maximal effect; % is set by controls: 0 for no effect and ±100 for the full control effect; nearly all actives have a fitted effect of over 50% in size; many of its hits are not listed in these tables
aGal spleen mod: qHTS Assay for Inhibitors and Activators of Human alpha-Galactosidase From Spleen Homogenate; human spleen homogenate, 4MU-alpha-Gal fluorescence, 40 min; Potency, µM (series often up to 80 µM), for inactives: at the highest dose activity change, negative = inhibition, most hits filed as inhibitors; 0.008% of 240,000 active;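 note: potency is the fitted concentration of half-maximal effect; 0% = enzyme with vehicle and -100% = no enzyme basal signal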
Target sequence (P06280 32-429 limits assumed): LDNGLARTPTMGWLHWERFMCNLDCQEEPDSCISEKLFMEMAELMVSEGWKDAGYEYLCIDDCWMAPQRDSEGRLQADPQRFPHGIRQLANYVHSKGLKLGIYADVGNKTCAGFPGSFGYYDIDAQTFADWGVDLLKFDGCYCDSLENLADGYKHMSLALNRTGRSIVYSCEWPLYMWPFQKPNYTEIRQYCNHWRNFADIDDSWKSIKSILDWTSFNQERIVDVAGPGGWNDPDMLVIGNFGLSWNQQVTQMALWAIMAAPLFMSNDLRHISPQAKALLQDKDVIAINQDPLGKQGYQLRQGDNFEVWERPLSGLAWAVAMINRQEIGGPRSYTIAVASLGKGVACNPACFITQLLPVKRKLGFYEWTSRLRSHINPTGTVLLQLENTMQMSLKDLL
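Human spleen homogenate (1 ug) was the enzyme source, with 4-methylumbelliferyl-alpha-D-galactopyranoside (1 mM final) in pH 5.0 citrate buffer with 0.01% Tween-20. Compounds were titrated; after 40 min at 37C, NaOH/glycine stop, 4-MU fluorescence read; AC50 from Hill fits.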
Starred values were filed as active, the others as inactive; ? = inconclusive; . = no result given; [ ] = remark or other dose. Unless noted, calls come from the whole dose curve; as a rule, active = well fitted curve in the direction sought with a large enough effect; inconclusive = small, poorly fitted or top-dose-only effect, or another doubt; inactive = no such curve, though single readings can be large; an effect the other way counts as inactive or inconclusive. Some of the compounds tested; count on the stated rates, not on these rows.

smiles	NPSR antag	IMPase Li inh	LMNA splice mod	CBFb RUNX1 block	aGal spleen mod	Luc counter	Epigenetic derep
Cc1cc(C)nc(NCC(O)CNc2ccccc2Cl)n1 (centres undefined)	15%	4%	?	5%	10%	3%	-1.0%
CC(C)c1ccc(OCC(=O)Nc2ccc(OC(F)(F)F)cc2)cc1	2%[46.1 µM]	.	-2%	5%	22%	.	-0.9%
CN1C(=O)C2(C(C#N)=C(N)Oc3n[nH]c(-c4ccc(Cl)cc4)c32)c2ccccc21 (centres undefined)	-11%[46.1 µM]	33%[activator][38.3 µM]	-2%	-8%	17%	0%	1.9%
Cn1cccc1-c1nc2ccc(NC(=O)c3ccco3)cc2[nH]1	-13%[46.1 µM]	33%[activator][38.3 µM]	3%	-16%	9%	-5%	0.0%
COCCN1Cc2cccc(C(=O)NCc3ccc4c(c3)OCO4)c2C1=O	10%	-16%	4%	-21%	3%	-7%	1.0%
Cc1ccnc(NS(=O)(=O)c2ccc(NC(=O)c3cncc(Br)c3)cc2)n1	12%	-6%	1%	1%	1%	2%	0.0%
O=C(O)CSc1ncnc2scc(-c3ccc(Br)cc3)c12	-30%	.	.	11%	1%	.	-0.1%
CCC(C)[C@H](NC(=O)Nc1cccc(Br)c1)C(=O)OC (some centres undefined)	2%	-5%	-11%	5%	2%	5%	0.0%
CN1CCc2c(sc(N)c2C(=O)O)C1	13%	1%	0%[46 µM]	-8%	8%	-3%	0.7%
CC(C)CN(C(=O)CCc1ccccc1)c1c(N)n(CC(C)C)c(=O)[nH]c1=O	13%	-8%	-3%	4%	0%	-1%	1.1%
O=C(CC(NC(=O)OCc1ccccc1)C(=O)O)OCc1ccccc1 (centres undefined)	13%	-5%	?	7%	3%	4%	-1.3%
Cc1cccc(-n2cc(-c3ccccc3)c3c(NN4CCOCC4)ncnc32)c1	-16%	13%	-2%	-20%	1%	-1%	1.1%

Next part:
smiles	NPSR antag	IMPase Li inh	LMNA splice mod	CBFb RUNX1 block	aGal spleen mod	Luc counter	Epigenetic derep
CCC(C)(C)NC(=O)C(c1ccccc1)N(C(=O)c1csnn1)C1CC1 (centres undefined)	1%[46.1 µM]	7%	-5%	13%	2%	3%	0.1%
CC1Oc2ccccc2N(CC(=O)N(Cc2ccccc2)Cc2ccccn2)C1=O (centres undefined)	-13%[46.1 µM]	36%[activator][38.3 µM]	8%	3%	-1%	0%	0.8%
CCCn1c(/C=N/Nc2nc3ccccc3[nH]2)nc2ccccc21	?	19%	?	.	2%	-1%	?
COc1ccc(N=Cc2cc3c(cc2O)OC(N)=C(C#N)C3c2ccccc2)cc1 (centres undefined)	?	4%	?	-2%	-6%	-1%	1.0%
CCC(=O)N1CCN(c2ccc(NC(=O)c3ccc(C#N)cc3F)cc2Cl)CC1	-2%	14%	?	-10%	2%	-6%	-0.4%
Cc1ccc(C2CC(=O)NC(SCC(N)=O)=C2C#N)s1 (centres undefined)	12%	-4%	?	3%	16%	0%	0.2%
N#Cc1c(-c2ccc(C(F)(F)F)cc2)cc(-c2ccccc2)[nH]c1=S	3%	-3%	0%	-14%	0%	-5%	-2.4%
O=C(OCc1cc2ccccc2[nH]c1=O)c1ccc([N+](=O)[O-])cc1	16%	.	.	11%	10%	.	-0.4%
CN(C)CCCN(C(=O)CCOc1ccccc1)c1nc2ccc(F)cc2s1	15%	6%	?	3%	-4%	-2%	?
CNc1nc2c(c(=O)n(C)c(=O)n2C)n1Cc1ccccc1	-6%[46.1 µM]	3%[38.3 µM]	?	3%	8%	-2%	0.8%
Cn1c(N)c(C(=O)COC(=O)C2=COCCO2)c(=O)n(C)c1=O	-8%[46.1 µM]	-3%[38.3 µM]	2%	0%	5%	2%	0.9%
Cc1nc(NC(=O)c2cccs2)ccc1Br	11%	-6%	?	7%	-5%	-13%	1.3%

In a second layout: results already given.
Sequence of screens – NPSR antag	IMPase Li inh	LMNA splice mod	CBFb RUNX1 block	aGal spleen mod	Luc counter	Epigenetic derep
- CC1Oc2ccccc2N(CC(=O)N(Cc2ccccc2)Cc2ccccn2)C1=O (centres undefined)
 : -13%[46.1 µM]	36%[activator][38.3 µM]	8%	3%	-1%	0%	0.8%
- CCCn1c(/C=N/Nc2nc3ccccc3[nH]2)nc2ccccc21
 : ?	19%	?	.	2%	-1%	?
- COc1ccc(N=Cc2cc3c(cc2O)OC(N)=C(C#N)C3c2ccccc2)cc1 (centres undefined)
 : ?	4%	?	-2%	-6%	-1%	1.0%

Additional records follow:
smiles	NPSR antag	IMPase Li inh	LMNA splice mod	CBFb RUNX1 block	aGal spleen mod	Luc counter	Epigenetic derep
O=C(CN1CCN(Cc2ccccc2Cl)C1=O)NCc1cccnc1	3%	.	.	9%	0%	.	-1.1%
CCC(C)(C)n1nnnc1CN1CCc2ccccc21	-1%[46.1 µM]	33%[38.3 µM]	-7%	-4%	4%	-4%	-1.0%
CC1(C)Cc2nc3oc4c(=S)nc[nH]c4c3cc2CO1	?	?	-12%	-4%	4%	-7%	-1.8%
COC(=O)c1sccc1NC(=O)c1cnc2cc(C)nn2c1C	6%	-23%	20%[46 µM]	-24%	-3%	-4%	-0.5%
CCOc1cccc(-c2nnc3sc(COc4ccc(OC)cc4)nn23)c1	?	39%[activator][38.3 µM]	-11%	1%	-4%	0%	-3.2%
CC(C)(C)C(=O)NC(=S)Nc1ccc(S(=O)(=O)Nc2nccs2)cc1	-25%	13%	1%[46 µM]	2%	-4%	1%	-1.5%
CC(=O)Nc1c(C(=O)c2ccccc2)oc2ccccc12	-12%[46.1 µM]	.	-1%	14%	-2%	.	-1.0%
Cc1ccc(C)c(N(C(=O)Cn2nnc(-c3cccs3)n2)C(C(=O)NC2CC2)c2ccc(C)o2)c1 (centres undefined)	-17%[46.1 µM]	31%[38.3 µM]	-2%	3%	-4%	-2%	13%
CCOC(=O)C1=C(O)/C(=C/c2cccc(OC)c2O)N=C1C	-38%	34%[activator]	.	0%	5%	-5%	-1.9%[10.1 µM]
N#CCCn1nc(-c2ccccc2)cc1Nc1ccccc1NC(=O)c1cccs1	-24%[46.1 µM]	-3%[38.3 µM]	?	-5%	1%	0%	0.7%
NC(=O)c1ccc(-c2ncc(-c3ccccc3)o2)cc1	-7%[46.1 µM]	-12%[38.3 µM]	?	-4%	?	-5%	-1.4%
CCCN(CC1CCCO1)C(=O)CCc1nnc(-c2cc(C)on2)o1 (centres undefined)	-16%	-1%	2%[46 µM]	5%	10%	4%	0.1%

Next section
smiles	NPSR antag	IMPase Li inh	LMNA splice mod	CBFb RUNX1 block	aGal spleen mod	Luc counter	Epigenetic derep
CCOC(=O)C(CC)n1cnc2c(nnn2-c2ccc(C)cc2)c1=O (centres undefined)	-27%[46.1 µM]	-10%[38.3 µM]	5%	2%	-1%	4%	1.0%
COc1ccc(NS(=O)(=O)c2ccc(NC(C)=O)cc2)c(OC)c1	11%	3%	?	-6%	-2%	0%	0.0%
N#CCC(=O)NN=C1CCCCCCCCCCC1	-5%[46.1 µM]	9%[38.3 µM]	10%	-3%	-9%	1%	12%
CC1CCN(S(=O)(=O)c2ccc3[nH]c(=O)c(=O)[nH]c3c2)CC1	1%[46.1 µM]	4%[38.3 µM]	15%	3%	2%	1%	-0.3%
c1ccc(CSC2=NCCCN2)cc1	9%[46.1 µM]	23%[38.3 µM]	5%	-3%	-2%	-1%	0.7%
Cc1ccc(NC(=O)c2oc(=O)c3ccccc3c2-c2ccccc2)c(C)c1	-36%	16%	-16%	14%	-1%	-4%	1.1%
CC1CCN(C(=O)C2CC(c3ccc(F)cc3)=NO2)CC1 (centres undefined)	-17%[46.1 µM]	-14%[38.3 µM]	8%	5%	0%	1%	-1.1%
Cn1nc(C(C)(C)C)cc1NC(=O)Nc1cc(Cl)cc(Cl)c1	55%	.	?	16%	7%	.	0.0%
CC(C)(C)c1ccccc1OCCCCCn1ccnc1	?	13%	.	10%	-6%	-1%	1.1%
COC(=O)c1c(C)nc2c(c(SC)nn2-c2ccccc2)c1N	-25%[46.1 µM]	-162%[38.3 µM]	?	1%	19%	18%	-3.7%
CCOC(=O)c1c(CN2CCN(CCO)CC2)n(C)c2cc(Br)c(OC)cc12	-9%[46.1 µM]	7%[38.3 µM]	-5%	3%	0%	-1%	1.8%
CC/C(O)=C1\C(=O)CCCC1=NCc1nc2ccccc2[nH]1	-3%	-7%	.	-8%	5%	2%	1.4%

(next part)
smiles	NPSR antag	IMPase Li inh	LMNA splice mod	CBFb RUNX1 block	aGal spleen mod	Luc counter	Epigenetic derep
COCCCNC(=O)CN(c1cc(OC)ccc1OC)S(=O)(=O)c1ccccc1	-8%[46.1 µM]	-3%[38.3 µM]	3%	6%	10%	1%	0.0%
CCOC(=O)c1cc(C#N)c(SCC(=O)Nc2ccc(C(C)=O)cc2)[nH]c1=O	-28%	.	.	2%	-6%	.	-1.0%
COc1ccc(C(=O)Nc2sc3c(c2C#N)CCN(C(C)=O)C3)cc1	1%	10%	1%[9.22 µM]	11%	-9%	0%	0.0%
Cc1ccc(C(=O)O/N=C(\c2ccccc2)c2cccnc2)cc1	4%	-3%	-14%	3%	-2%	1%	-3.2%
CN(C1CCCCC1)S(=O)(=O)Cc1ccccc1	-7%[46.1 µM]	3%[38.3 µM]	7%	10%	-13%	3%	-4.2%
COC(=O)C1=C(C)NC(=S)N(C(C)=O)C1c1ccccc1 (centres undefined)	6%[46.1 µM]	9%	-4%	9%	-2%	8%	5.8%
CC(O)Cc1cn(CC(=O)N2CCNCC2)nn1 (centres undefined)	27%	.	.	10%	-3%	.	0.9%
COc1ccccc1N1CCN(CC(=O)Nc2ccc3c(c2)OCCO3)CC1	15%	-1%	.	1%	0%	0%	-5.1%
CCOC(=O)C1C(=O)NC(C)C1c1ccccc1 (centres undefined)	0%[46.1 µM]	11%[38.3 µM]	7%	4%	14%	1%	-0.4%
O=C(Cc1ccc(Cl)cc1)NNC(=S)NC(=O)c1cccs1	9%	.	.	-9%	6%	.	0.1%
COc1ccc(/C=C2\N=C3CCCCCN3C2=O)cc1	3%	9%	-24%[46 µM]	5%	-5%	-1%	-4.8%
COc1ccc(C(=O)/C=C/C(=O)N(CC(=O)NCCC(C)C)Cc2cccs2)c(O)c1	?	19%	.	7%	-10%	7%	1.4%
